TRHR enhancer: allosteric enhancers of human TRH receptor; TRHR cells, fluo-8 calcium fluorescence, EC20 TRH enhancement; P34981; enhancement, % at 2 µM; 360,000 tested, 0.66% active; in the data active = enhancement above about 30%; note: 0% is about no effect
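TRHR-expressing cells loaded with fluo-8 calcium dye were read kinetically (ex 480/em 530) during compound addition, then stimulated with an EC20 of TRH (10 nM final). Enhancement of the Gq-mediated intracellular calcium response was scored.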
D2 potentiator: positive allosteric modulators of human D2 dopamine receptor. P14416. HEK293 T-REx D2, calcium flux, EC20 dopamine potentiation. potentiation, % at 10 µM. 340,000 tested, 0.34% active. AID 485347;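 active = potentiation over 3 SD above the plate norm, cut at about 30% in these data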; note: 0% is about no effect
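Cells plated with tetracycline inducer and held overnight at 30 C; calcium dye loaded 30–90 min at room temperature; baseline taken, compound added and read 180 s; EC20 dopamine then added and read 180 s.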
D1 agonist: activates the human D1 dopamine receptor; P21728; HEK293 T-REx D1 cells, calcium flux, agonist mode; 360,000 tested, 1% active; AID 504660; activation, % at 2 µM; note: 0% is about no effect
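Tetracycline-induced HEK293 TREx D1 cells, force-coupled to calcium signalling, were dye-loaded with a no-wash calcium kit. Compound was pin-added after a 10 s baseline. Fluorescence was read kinetically at 1 cycle/s for 180 s, with calcium rises flagged as agonism.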
D1 antag: antagonists of human D1 dopamine receptor; AID 504652; activity change, negative = inhibition, % at 10 µM; P21728; HEK293 TREx D1 cells, calcium flux, dopamine EC80; stronger effect = lower value; 360,000 tested, 3.2% active; in the data active = activity change below about -30%; note: % is set by controls: 0 for no effect and ±100 for the full control effect
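After overnight tetracycline induction at 30 C, force-coupled D1 HEK293 cells took up a no-wash calcium dye at room temperature. Compounds were added and monitored 180 s, and the response to EC80 dopamine was then recorded.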
D2 antagonist: antagonizes the human D2 dopamine receptor. inhibition, % at 10 µM. 340,000 tested, 2% active. AID 485344. P14416. HEK293 TREx D2 cells, calcium flux, dopamine EC80; in the data active = inhibition above about 30%; note: 0% is about no effect
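Measurement of antagonist activity uses fluorescent calcium dye in inducible HEK293 T-REx D2 cells: 10 s baseline, compound addition with 180 s read, EC80 dopamine addition with a further 180 s read.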
TRHR agonist: agonists of human TRH receptor | P34981 | TRHR cells, calcium flux fluo-8, FDSS agonist mode | activation, % at 2 µM | 360,000 tested, 0.18% active | AID 493084; note: 0% is about no effect
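TRHR-expressing cells loaded with fluo-8 calcium dye; 23 nL library compound pin-transferred, kinetic FDSS fluorescence (Ex 480/Em 530) recorded about 180 s for agonist-induced calcium release, before a 10 nM TRH EC20 addition for potentiator mode.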
D2 agonist: agonists of human D2 dopamine receptor; P14416; HEK293 T-REx D2 cells, calcium flux agonist mode; activation, % at 2 µM; 340,000 tested, 0.53% active;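 active = activation over 3 SD above normal in the single-dose calcium agonist read, cut at about 30% in these data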; note: 0% is about no effect
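Calcium-flux readout, 1 cycle/sec over 180 s following compound pin transfer, in inducible HEK293 Trex D2 cells (force-coupled); dopamine controls included. Positive calcium responses during this window marked compounds as potential agonists.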
D1 PAM: human D1 dopamine receptor positive modulation; HEK293 TREx D1 cells, calcium flux, dopamine EC20 potentiation; AID 504651; P21728; potentiation, % at 10 µM; 360,000 tested, 0.036% active; in the data active = potentiation above about 30%; note: 0% is about no effect
RXFP1 antag: antagonists of human relaxin receptor RXFP1. activity change, negative = inhibition, % at 57.5 µM. Q9HBX9. HEK293-RXFP1, relaxin-stimulated cAMP HTRF, 30 min; stronger effect = lower value. 350,000 tested, 0.59% active. AID 1259400;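 active = activity change of -60% or lower, but not beyond a set lower limit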; note: % is set by controls: 0 for no effect and ±100 for the full control effect
Target sequence (Q9HBX9 whole entry, looked up): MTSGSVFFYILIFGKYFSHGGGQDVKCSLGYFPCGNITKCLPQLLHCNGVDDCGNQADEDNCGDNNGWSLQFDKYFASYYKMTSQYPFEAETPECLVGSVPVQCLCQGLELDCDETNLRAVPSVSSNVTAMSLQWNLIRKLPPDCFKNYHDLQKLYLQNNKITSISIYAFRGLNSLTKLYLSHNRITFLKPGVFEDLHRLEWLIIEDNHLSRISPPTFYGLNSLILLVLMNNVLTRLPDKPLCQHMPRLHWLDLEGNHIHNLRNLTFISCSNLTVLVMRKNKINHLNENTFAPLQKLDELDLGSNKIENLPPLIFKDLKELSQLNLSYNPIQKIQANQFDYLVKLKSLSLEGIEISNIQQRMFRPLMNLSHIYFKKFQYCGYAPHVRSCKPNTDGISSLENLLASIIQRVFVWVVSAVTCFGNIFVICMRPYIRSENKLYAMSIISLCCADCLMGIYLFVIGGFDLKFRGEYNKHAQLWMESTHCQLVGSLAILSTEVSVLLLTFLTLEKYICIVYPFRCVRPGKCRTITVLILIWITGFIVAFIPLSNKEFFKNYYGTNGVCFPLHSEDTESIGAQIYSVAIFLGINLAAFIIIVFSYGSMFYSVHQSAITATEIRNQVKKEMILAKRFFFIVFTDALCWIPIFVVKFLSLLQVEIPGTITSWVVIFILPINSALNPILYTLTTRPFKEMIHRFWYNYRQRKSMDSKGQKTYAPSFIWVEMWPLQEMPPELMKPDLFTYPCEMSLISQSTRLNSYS
* = called active by the depositor; & = joins results of further samples. Cut-off read from the data, not from the text of the source, unless noted: active = activation above about 30%; inactive = the rest. Rows are unselected. Share with any hit: about 7.1%.

Screening CCC1CCC(N2CCN(c3cccc(OC)c3)CC2)CC1 (configuration not stated) returned TRHR enhancer 6.1, D2 potentiator -14.7, D1 agonist 0.8, D1 antag 6.5, D2 antagonist 22.0, TRHR agonist 0.1, D2 agonist 7.5, D1 PAM -4.9 and RXFP1 antag -1.7.
CCCOc1ccc(-c2nn(-c3ccccc3)cc2/C=C2\SC(N)=NC2=O)cc1 was read as TRHR enhancer 6.4, D2 potentiator -11.4, D1 agonist 2.9, D1 antag -15.9, D2 antagonist -8.5, TRHR agonist -0.1, D2 agonist 0.2, D1 PAM 2.2 and RXFP1 antag -9.6.
For CC(C)Cc1nc(N2CCN(C(=O)Cc3ccccc3)CC2)c(C#N)c2c1COC(C)(C)C2 the results were TRHR enhancer -7.5, D2 potentiator 10.5, D1 agonist 0.1, D1 antag -3.7, D2 antagonist 9.8, TRHR agonist -0.6, D2 agonist 0.4 and D1 PAM -2.2.
Screening CCNC(=S)NNC(=O)C1CCN(Cc2ccccc2)CC1 returned TRHR enhancer 6.6, D2 potentiator 11.8, D1 agonist 2.3, D1 antag 19.5, D2 antagonist 1.3, TRHR agonist 0.3, D2 agonist 1.2, D1 PAM -2.8 and RXFP1 antag -1.6.
Screening Cc1ccc(C)n1-c1ccc(N2CCOCC2)nc1 returned TRHR enhancer 7.1, D2 potentiator 15.7, D1 agonist 0.9, D1 antag -7.2, D2 antagonist -21.9, TRHR agonist -0.9, D2 agonist -2.3, D1 PAM -2.6 and RXFP1 antag 1.2.
For CN(c1ccccc1C(=O)Nc1ccc(S(=O)(=O)N2CCCCC2)cc1)S(C)(=O)=O the results were TRHR enhancer 3.4, D2 potentiator -14.7, D1 agonist -0.6, D1 antag -0.1, D2 antagonist -1.9, TRHR agonist -0.2, D2 agonist 0.0, D1 PAM -5.7 and RXFP1 antag 0.4.
Screening Cc1cc(C(=O)OCC(=O)Nc2cc(Cl)ccc2C)c(C)o1 returned TRHR enhancer 1.6, D2 potentiator -1.5, D1 agonist 4.9, D1 antag 15.8, D2 antagonist -36.5, TRHR agonist 0.1, D2 agonist -0.8 and RXFP1 antag -6.9.
Screening COc1ccc(CNc2nc3c(-c4cccc(C)c4)nnn3c3ccccc23)cc1 returned TRHR enhancer -0.2, D2 potentiator 1.7, D1 agonist -2.0, D1 antag 4.4, TRHR agonist 0.1, D2 agonist 1.1 and D1 PAM 0.1.
`Cn1c(=O)n(C)c2cc(NS(=O)(=O)c3ccc(C(C)(C)C)cc3)ccc21` gave TRHR enhancer -6.2, D2 potentiator 5.6, D1 agonist 5.6, D1 antag -18.8, D2 antagonist -12.5, TRHR agonist -0.5, D2 agonist 0.3, D1 PAM -4.3 and RXFP1 antag -13.9.
Cc1ccc(N(C(=O)c2ccco2)C(C(=O)NC2CCCC2)c2cccnc2)cc1C (configuration not stated) was read as TRHR enhancer 18.9, D2 potentiator 23.2, D1 agonist 0.1, D1 antag 4.3, D2 antagonist 9.6, TRHR agonist 0.0, D2 agonist -1.3, D1 PAM -4.4 and RXFP1 antag 9.7.
`CCN(CC)CCCNC(=O)c1sc2ncn(CC(=O)Nc3ccc(C)c(Cl)c3)c(=O)c2c1C` gave TRHR enhancer 23.7, D2 potentiator -13.0, D1 agonist 0.0, D1 antag -2.6, D2 antagonist -0.1, TRHR agonist 1.1, D2 agonist -0.5, D1 PAM -7.6 and RXFP1 antag -3.5.
CCN(CC)C(=O)C1CCCN(c2ccc([N+](=O)[O-])cc2/C=N/NC(=O)c2ccccc2)C1 (configuration not stated) was read as TRHR enhancer -13.7, D2 potentiator 7.3, D1 agonist 3.9, D1 antag 14.0, D2 antagonist -14.1, TRHR agonist -0.3, D2 agonist 1.4, D1 PAM 0.6 and RXFP1 antag 0.3.
Screening O=C(Nc1cc(C(F)(F)F)ccc1N1CCOCC1)c1c(F)c(F)c(F)c(F)c1F returned TRHR enhancer 9.1, D2 potentiator 3.5, D1 agonist 13.5, D1 antag 0.5, D2 antagonist -1.5, TRHR agonist 2.9, D2 agonist 1.0, D1 PAM 1.1 and RXFP1 antag 5.8.
CS(=O)(=O)NCc1ccc(C(=O)NCCOc2ccccc2)cc1 was read as TRHR enhancer -2.9, D2 potentiator -12.6, D1 agonist 2.2, D1 antag -5.4, D2 antagonist -3.2, TRHR agonist 0.2, D2 agonist 0.8, D1 PAM -0.1 and RXFP1 antag 0.8.
`COc1cccc(-c2ccc3c(c2)S(=O)(=O)c2cccc(C(=O)O)c2C3=O)c1OC` gave TRHR enhancer 3.3, D2 potentiator -17.9, D1 agonist 0.6, D2 antagonist -1.1, TRHR agonist 0.0, D2 agonist 1.7 and D1 PAM -5.2.
COC(=O)C1=CN(Cc2cccs2)C=C(C(=O)OC)C1c1cccc(O)c1 was read as TRHR enhancer 6.8, D2 potentiator 8.2, D1 agonist 0.9, D1 antag -1.2, TRHR agonist -1.5, D1 PAM -10.0 and RXFP1 antag 0.9.
`COc1ccccc1CNC(=O)CCCn1nc(C)c2c(C)n(-c3ccc(C)cc3)nc2c1=O` gave TRHR enhancer -1.2&2.5, D2 potentiator 1.8&-3.9, D1 agonist 0.4&1.6, D1 antag -13.6&-1.9, D2 antagonist 1.9, TRHR agonist -0.4&-0.7, D2 agonist -1.2, D1 PAM -1.2&-3.1 and RXFP1 antag 2.8&-14.3.
For Cc1cc(C)nc(-n2nc(C)cc2NC(=O)c2cccc(S(=O)(=O)N(C)C)c2)n1 the results were TRHR enhancer 1.7, D2 potentiator -1.9, D1 agonist 2.8, D1 antag 12.7, D2 antagonist -4.9, TRHR agonist 0.4, D2 agonist -0.8, D1 PAM -7.0 and RXFP1 antag -7.8.
Screening CCN1C(=O)/C(=C\c2ccc3c(c2)OCO3)C(C(=O)OC)=C1C returned TRHR enhancer -7.3, D1 agonist 0.4, D1 antag -6.6, TRHR agonist -0.2, D1 PAM -4.5 and RXFP1 antag -1.8.
Screening CCC1=C(OC(=O)N(CC)CC)N2C(=O)OC(=NCCc3c[nH]c4ccccc34)[C@]2(Cc2ccccc2)[C@H]2C1=CC[C@H]1C(=O)N(CC)C(=O)[C@H]12 returned TRHR enhancer 4.0, D2 potentiator 0.3, D1 agonist 1.0, D1 antag -21.1, D2 antagonist -1.4, TRHR agonist -0.2, D2 agonist -0.1 and D1 PAM -1.1.
CCCC12CN(C(=O)c3ccco3)CC(CCC)(CN(C(=O)c3ccco3)C1)C2=O was read as TRHR enhancer -0.5, D2 potentiator 11.7, D1 agonist -0.3, D1 antag -2.9, D2 antagonist -2.0, TRHR agonist -0.4, D2 agonist -0.3, D1 PAM -1.6 and RXFP1 antag 11.1.
Screening COc1ccc(CN(CC(=O)NCc2ccccc2)C(=O)CCC(=O)Nc2ccccn2)cc1 returned TRHR enhancer 11.6, D1 agonist 0.4, D1 antag 7.7, D2 antagonist -9.9, TRHR agonist -1.4, D2 agonist -2.6, D1 PAM -8.1 and RXFP1 antag 2.9.
Cc1cccc(CN2CCN(C(=O)CCl)CC2)c1 was read as TRHR enhancer 1.2, D2 potentiator -0.4, D1 agonist 1.8, D1 antag 6.1, D2 antagonist -1.5, TRHR agonist 0.4, D2 agonist -0.4 and D1 PAM 1.3.
Screening CCN(C(=O)COc1cc(=O)n(C)c2ccccc12)c1cccc(C(F)(F)F)c1 returned TRHR enhancer 6.1, D2 potentiator 10.3, D1 agonist 0.4, D1 antag -8.8, TRHR agonist -0.4, D2 agonist -1.6 and D1 PAM -3.3.
CC(C)c1ccc(NC(=S)NNC(=O)c2cccnc2)cc1 was read as TRHR enhancer 2.3, D2 potentiator 2.1, D1 agonist 0.3, D1 antag -6.1, D2 antagonist 3.2, TRHR agonist -0.4, D2 agonist 0.1, D1 PAM 3.8 and RXFP1 antag 0.2.
O=C(NC1=NCCS1)C1CCCCC1 was read as TRHR enhancer -1.3, D2 potentiator 4.8, D1 agonist 2.1, D1 antag 7.9, D2 antagonist 7.6, TRHR agonist 0.2, D2 agonist 2.0, D1 PAM 6.3 and RXFP1 antag -7.5.
For CCCC(c1nnnn1CC1CCCO1)N1CCN(c2ccccc2)CC1 (configuration not stated) the results were TRHR enhancer -0.5, D2 potentiator 5.7, D1 agonist 1.6, D1 antag 9.9, D2 antagonist 0.3, TRHR agonist -0.1, D2 agonist 0.6, D1 PAM 0.8 and RXFP1 antag 0.1.
`c1cc2c(cc1-c1cnc3n1CCC3)OCCO2` gave TRHR enhancer -3.5, D2 potentiator 0.3, D1 agonist 3.0, D1 antag 16.0, D2 antagonist -9.4, TRHR agonist -0.5, D2 agonist -0.6, D1 PAM 1.5 and RXFP1 antag -0.1.
Cc1cc2nc(N3CCN(C(=O)c4cccs4)CC3)sc2cc1C was read as TRHR enhancer 2.0, D2 potentiator -0.2, D1 agonist 4.0, D1 antag -7.0, D2 antagonist 5.1, TRHR agonist -0.2, D2 agonist 0.1, D1 PAM -1.6 and RXFP1 antag -37.5.
COCc1nnc(SCC(=O)Nc2cccc(Cl)c2C)n1-c1ccccc1 was read as TRHR enhancer 3.6, D2 potentiator -2.2, D1 agonist 1.6, D1 antag 11.7, D2 antagonist 3.7, TRHR agonist -0.2, D2 agonist 0.8, D1 PAM -2.4 and RXFP1 antag -6.9.
CC(NC(=O)c1cnc2n(c1=O)CCS2)c1ccccc1 (configuration not stated) was read as TRHR enhancer 5.8, D2 potentiator 13.5, D1 agonist 5.0, D1 antag -8.6, D2 antagonist -3.0, TRHR agonist 0.2, D2 agonist 0.2, D1 PAM -1.8 and RXFP1 antag -1.0.
CCN(CCCNC(=O)C1CCC(=O)N1Cc1ccccc1Cl)c1cccc(C)c1 (configuration not stated) was read as TRHR enhancer -11.9, D2 potentiator -11.5, D1 agonist 1.3, D1 antag 0.6, D2 antagonist -28.3, TRHR agonist -1.6, D2 agonist 0.3, D1 PAM -3.1 and RXFP1 antag 5.7.
Screening c1ccc(-c2noc(C34CC5CC(CC(C5)C3)C4)n2)cc1 returned TRHR enhancer 5.0, D2 potentiator 8.6, D1 agonist 1.0, D2 antagonist -4.5, TRHR agonist 0.2, D2 agonist -0.2, D1 PAM 0.4 and RXFP1 antag -20.2.
Screening NNC(=O)c1cc2c(s1)-c1cc(Cl)ccc1SC2 returned TRHR enhancer 7.1, D2 potentiator 0.1, D1 agonist 5.5, D1 antag -12.7, D2 antagonist -7.2, TRHR agonist -0.1, D2 agonist -0.5, D1 PAM -10.3 and RXFP1 antag 5.5.

Ordered by count of non-hydrogen atoms (rising): 3 of the compounds above
Cc1cccc(CN2CCN(C(=O)CCl)CC2)c1 was read as TRHR enhancer 1.2, D2 potentiator -0.4, D1 agonist 1.8, D1 antag 6.1, D2 antagonist -1.5, TRHR agonist 0.4, D2 agonist -0.4 and D1 PAM 1.3.
Screening Cc1cc(C(=O)OCC(=O)Nc2cc(Cl)ccc2C)c(C)o1 returned TRHR enhancer 1.6, D2 potentiator -1.5, D1 agonist 4.9, D1 antag 15.8, D2 antagonist -36.5, TRHR agonist 0.1, D2 agonist -0.8 and RXFP1 antag -6.9.
`COc1cccc(-c2ccc3c(c2)S(=O)(=O)c2cccc(C(=O)O)c2C3=O)c1OC` gave TRHR enhancer 3.3, D2 potentiator -17.9, D1 agonist 0.6, D2 antagonist -1.1, TRHR agonist 0.0, D2 agonist 1.7 and D1 PAM -5.2.
